eLon inh: E. coli protease La inhibition. P0A9M0. purified E. coli Lon protease, fluorescence polarization. inhibition, % at 7.94 µM. 360,000 compounds, 0.42% hits; in the data active = inhibition above about 13%, passing the limit was not always enough;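 also: 0% = enzyme with probe and DMSO and 100% = no enzyme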
STEP block: STEP (human) phosphatase inhibition | AID 588621 | recombinant STEP, OMFP fluorogenic substrate, fluorescence | P54829 | inhibition, % at 20 µM | 360,000 compounds, 0.25% hits;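 active = inhibition at 20 µM, scaled per plate between control wells, above about 37%, limit read from the data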;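 also: 0% = DMSO with enzyme and substrate and 100% = substrate only without enzyme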
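Assay system: isolated STEP enzyme / Timing: 20 min at room temperature, dark / Doses: 20 µM, 1% DMSO / Technique: fluorescence intensity, excitation 480 nm, emission 540 nm / Reagent: fluorogenic phosphatase substrate OMFP at 25 µM final / Measure: percent inhibition scaled to no-enzyme and uninhibited-enzyme controls, plate-pattern corrected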
DNMT1 inh: blocks human DNA methyltransferase DNMT1. DNMT1 molecular beacon, Hinp1I cleavage, fluorescence. inhibition (reported as % activation of signal), % at 10 µM. 360,000 compounds, 0.83% hits. P26358; in the data active = inhibition above about 50%
bovine MsrA act: bovine methionine sulfoxide reductase A activation. purified bovine MsrA, absorbance read-out. AID 602163. 360,000 compounds, 0.3% hits. activation, % at 10.6 µM; in the data active = activation above about 7.5%;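 also: 0% = vehicle and 100% = reference activator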
LMPTP block: blocks human LMPTP phosphatase | P24666 | recombinant LMPTP-A, OMFP fluorogenic substrate, fluorescence intensity | inhibition, % at 20 µM | 360,000 compounds, 0.22% hits | AID 651560;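 active = compounds that cut the enzyme signal by at least half of the control window in the single-dose screen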;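 also: plate controls were DMSO wells with enzyme plus substrate for no effect and substrate without enzyme for full effect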
Target sequence (P24666 whole entry, looked up): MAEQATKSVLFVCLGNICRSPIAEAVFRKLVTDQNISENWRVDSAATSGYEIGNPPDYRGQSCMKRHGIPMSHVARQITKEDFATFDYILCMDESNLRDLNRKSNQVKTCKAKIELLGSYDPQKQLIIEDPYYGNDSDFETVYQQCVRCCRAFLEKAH
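Test system: LMPTP-A, protein tyrosine phosphatase of low molecular weight; Input: 0.625 nM enzyme; Incubation: 50 min dark incubation at room temperature; Signal: endpoint fluorescence intensity from OMFP dephosphorylation; Read-out basis: % inhibition versus control wells.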
MsrA inh: bovine MsrA inhibition; AID 651718; 360,000 compounds, 0.75% hits; inhibition, % at 15.5 µM; purified bovine MsrA, absorbance read-out; in the data active = inhibition above about 4.5%;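 also: 0% = vehicle wells with enzyme and 100% = reference inhibitor wells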
Tb MetRS inh: Trypanosoma brucei MetRS inhibition | purified T. brucei MetRS, ATP depletion, Kinase-Glo luminescence | inhibition, % at 11.9 µM | 360,000 compounds, 0.4% hits | AID 624268;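 active = inhibition above a per-plate cutoff of the control wells' mean inhibition plus 3 SD, cut at about 5.5% in these data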;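 also: 0% = DMSO wells median and 100% = median of wells with control inhibitor compound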
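Dosing: 11.9 µM single point; system: parasite MetRS enzyme; technique: luminescence of leftover ATP; times: 15 min enzyme-compound preincubation, 2 h reaction, 10 min detection, 25 °C; replicates: each compound tested once; read-out basis: percent inhibition relative to median high and low control wells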
SUMO1 PPI mod: alters human SUMO1 binding to SIM partners | SUMO1 binding to a labelled peptide, TR-FRET, 1 h | inhibition, % at 20 µM | 360,000 compounds, 0.33% hits | AID 602429; in the data active = inhibition above about 37%
CendR NRP1 mod: modulators of CendR peptide binding to human neuropilin-1; inhibition, % at 25 µM; FAM-RPARPAR peptide binding to NRP-1, fluorescence polarization; 360,000 compounds, 0.85% hits; AID 602438; O14786;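 active = inhibition or corrected inhibition above about 18%, plus a signal ratio from 0.5 to 1.5, limit read from the data, passing the limit was not always enough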; also: strong numbers were not always called active
Target sequence (O14786 whole entry, looked up): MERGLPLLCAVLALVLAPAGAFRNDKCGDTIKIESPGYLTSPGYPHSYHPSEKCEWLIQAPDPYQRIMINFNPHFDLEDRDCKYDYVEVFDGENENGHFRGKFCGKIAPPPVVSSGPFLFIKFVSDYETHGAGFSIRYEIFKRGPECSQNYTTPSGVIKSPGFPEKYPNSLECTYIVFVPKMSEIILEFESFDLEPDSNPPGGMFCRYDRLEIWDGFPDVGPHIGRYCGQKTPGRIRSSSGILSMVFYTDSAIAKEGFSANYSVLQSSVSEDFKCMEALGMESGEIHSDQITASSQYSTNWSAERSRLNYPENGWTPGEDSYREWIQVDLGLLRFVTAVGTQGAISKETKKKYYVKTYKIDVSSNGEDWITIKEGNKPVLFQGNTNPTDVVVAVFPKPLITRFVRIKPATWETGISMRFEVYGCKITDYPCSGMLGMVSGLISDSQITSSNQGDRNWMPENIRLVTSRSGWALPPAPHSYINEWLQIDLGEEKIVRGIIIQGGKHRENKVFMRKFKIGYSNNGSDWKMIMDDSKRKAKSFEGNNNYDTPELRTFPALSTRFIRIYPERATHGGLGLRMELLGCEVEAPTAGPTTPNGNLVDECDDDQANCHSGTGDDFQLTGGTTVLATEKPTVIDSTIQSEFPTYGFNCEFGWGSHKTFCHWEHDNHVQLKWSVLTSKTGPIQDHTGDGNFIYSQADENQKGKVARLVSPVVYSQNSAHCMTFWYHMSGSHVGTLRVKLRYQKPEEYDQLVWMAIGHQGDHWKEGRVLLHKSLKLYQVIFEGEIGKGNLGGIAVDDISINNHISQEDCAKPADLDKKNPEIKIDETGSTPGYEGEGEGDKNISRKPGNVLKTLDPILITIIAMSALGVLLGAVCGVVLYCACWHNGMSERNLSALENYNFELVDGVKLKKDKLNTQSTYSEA
Scp-1 inhibitor: inhibitors of human Scp-1 phosphatase; Q9GZU7; Recombinant Scp1, phosphopeptide, malachite green phosphate absorbance; inhibition, % at 20 µM; 340,000 compounds, 0.88% hits; AID 493091;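 active = inhibition above about 50% at 20 µM, limit read from the data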;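 also: plate controls were DMSO wells with enzyme for no effect and wells lacking enzyme for full effect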
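Incubation: 45 min enzyme reaction at room temperature / System: truncated SCP-1 phosphatase (76-261aa) / Reagent: Phospho 17-mer peptide substrate / Buffer or medium: Acidic Tris acetate buffer with magnesium and detergent / Signal: absorbance at 630 nm / Doses: one concentration, 20 µM, with 1.0% DMSO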
Active calls of the source: *; . = not tested or not shown.

SMILES	eLon inh	STEP block	DNMT1 inh	bovine MsrA act	LMPTP block	MsrA inh	Tb MetRS inh	SUMO1 PPI mod	CendR NRP1 mod	Scp-1 inhibitor
CC(C)CC(C(=O)N1CCOCC1)N1Cc2ccccc2C1=O (centres undefined)	-9	0	2	-6	-0.8	2.1	-0.6	0	8	2
COC(=O)c1c(-c2ccc(C)cc2)csc1NC(=S)NC(=O)c1ccc(F)cc1	4	1	0	-1	2.4	2.2	-0.8	-3	2	-5
Cc1ccccc1Nc1nc(N)nc(CSc2ccccc2)n1	-9	-2	-1	-5	-1.6	0.5	-0.4	1	-5	-6
Nc1ccc(-n2nncc2-c2ccccc2)cc1	-4	0	1	1	0.5	-1.3	-0.1	1	-16	-12
NC(=O)c1oc2ccccc2c1NC(=O)CCc1ccccc1	-7	2	2	-1	-0.3	-0.8	0.1	1	8	-6
CCC(=O)Nc1nc2ccc([N+](=O)[O-])cc2s1	7	0	2	-4	0.5	0.4	-0.1	-29	-8	-13
CCN(CC)c1ccc(/C=N/N2CCOCC2)cc1	-6	0	7	-13	-0.2	4.1	-0.7	-5	4	-7
O=C(Oc1ccc(N2C(=O)CCC2=O)cc1)c1ccco1	-5	0	1	0	-2.5	-1.6	-1.6	1	8	-5
CCn1c(SCC(=O)N2CCc3ccccc32)nnc1-c1ccco1	3	5	3	-2	0.1	0.6	0.1	-1	-4	-5
CCCCn1c(SCC(=O)Nc2cc(C)on2)nnc1-c1cccs1	-2	0	0	-3	-0.3	-1.2	-0.2	-1	-10	-4
CCN(c1ccc(NC(=O)COC(=O)c2ccc3ccccc3n2)cc1)C(C)C	1	1	1	-7	-1.5	0.2	0.1	-12	-20	-2
COc1ccc(NC(=O)COc2ccccc2C(N)=O)cc1S(=O)(=O)N1CCCCC1	-1	-3	0	-2	0.7	-0.2	-0.3	6	4	.
CCOC(=O)Cn1c(=NC(=O)c2nc3ccccc3s2)sc2cc(S(N)(=O)=O)ccc21	-7	-2	19	-6	-0.7	-0.6	-1.0	-1	2	-3
CC(C)C1C(C#N)=C(N)SC(N)=C1C#N	-4	-1	-7	-8	0.2	-0.5	-0.9	3	-21	-7
CCOC(=O)c1cc(C(=O)Nc2cccc(C)c2)nn1C	-5	-1	1	-7	-1.6	1.1	-0.9	-2	-4	1
COc1ccc(C(=O)Nc2cc(C(=O)O)cc(C(=O)O)c2)cc1Cl	0	-2	1	-4	-1.1	1.2	0.6	1	0	2
CN(C)S(=O)(=O)c1cccc(NC(=O)COC(=O)/C=C/c2cccs2)c1	-1	1	-1	5	1.6	1.1	-0.9	-10	4	-5
CCCCNC(=O)c1nn(-c2ccccc2OC)c(=O)c2ccccc12	-2	-3	1	-12	-1.1	0.6	-1.8	0	-2	1
O=C(NCC1CCCO1)c1ccc(Br)c(S(=O)(=O)N2CCOCC2)c1 (centres undefined)	-11	0	4	-1	-0.2	0.3	-0.3	0	0	4
O=C(Nc1ccc(Cc2ccncc2)cc1)c1ccc([N+](=O)[O-])o1	-6	-1	-2	3	-0.2	1.2	-0.7	-28	1	6
Cc1ccc(-c2nnc(SCC(=O)N3c4ccccc4NC(=O)C3(C)C)n2N)cc1	-8	-5	-1	7	-0.6	0.1	0.3	2	-2	-10
O=C(NCC(=O)N1CC=C(c2ccccc2)CC1)c1ccccc1Br	-3	-1	-1	0	1.0	-0.4	-0.2	-1	3	-2
CCN(CC)S(=O)(=O)c1ccc(NC(=O)COc2cccc(-n3cnnn3)c2)cc1	-6	0	-7	-1	1.6	-0.3	0.3	4	-8	-15
Cc1ccc(-n2nnnc2-c2cnc3cc4c(cc3c2C)OCO4)cc1	-2	0	2	-1	0.6	-0.6	0.3	2	-3	-1
C#CCN1C(=O)C(O)(CC(=O)c2cc(OC)ccc2OC)c2ccccc21 (centres undefined)	3	-1	-3	3	-0.7	1.5	-1.1	-5	4	-6
CC1CCCCN1C(=O)COC(=O)CSc1ccc(C(N)=O)cc1[N+](=O)[O-] (centres undefined)	-3	-6	11	-2	0.0	-0.1	-0.6	-33	8	-5
CCc1cc(C(=O)N/N=C/c2ccc(O)cc2)c2ccccc2n1	-2	-2	-1	-15	-0.5	2.5	-1.1	-7	-2	9
N=c1c2c(n(Cc3ccccc3)c3c1CCC3)CCC2	-1	-1	0	-5	0.2	-0.8	-1.1	0	-1	1
Cc1cc(NC(=O)CS(=O)(=O)c2cn(Cc3ccccc3Cl)c3ccccc23)no1	6	0	-9	0	3.5	0.0	0.0	1	-2	-1
COc1cccc(C2=CC(=O)C[C@H](c3ccc(F)cc3)C2)c1OC	4	1	1	0	1.8	6.7*	-0.3	-5	-5	-11

Three structures from above, ordered by length of the SMILES, descending.
SMILES	eLon inh	STEP block	DNMT1 inh	bovine MsrA act	LMPTP block	MsrA inh	Tb MetRS inh	SUMO1 PPI mod	CendR NRP1 mod	Scp-1 inhibitor
Cc1ccc(-c2nnc(SCC(=O)N3c4ccccc4NC(=O)C3(C)C)n2N)cc1	-8	-5	-1	7	-0.6	0.1	0.3	2	-2	-10
C#CCN1C(=O)C(O)(CC(=O)c2cc(OC)ccc2OC)c2ccccc21 (centres undefined)	3	-1	-3	3	-0.7	1.5	-1.1	-5	4	-6
COc1ccc(C(=O)Nc2cc(C(=O)O)cc(C(=O)O)c2)cc1Cl	0	-2	1	-4	-1.1	1.2	0.6	1	0	2

Following part
SMILES	eLon inh	STEP block	DNMT1 inh	bovine MsrA act	LMPTP block	MsrA inh	Tb MetRS inh	SUMO1 PPI mod	CendR NRP1 mod	Scp-1 inhibitor
Nc1nonc1-n1nnc(C(=O)N/N=C/c2cccnc2)c1CSc1ccc(Cl)cc1	6	-2	-4	-3	0.3	1.5	0.3	-9	-6	-3
O=C(c1cccc(S(=O)(=O)N2CCCCCC2)c1)N1CCN(c2ccccc2F)CC1	4	0	1	-12	-0.7	0.4	-0.9	1	3	0
O=C(CS(=O)CC(=O)N(CC(=O)NC1CCCC1)c1ccc2c(c1)OCCO2)Nc1ccc(F)cc1 (centres undefined)	-7	-3	3	-5	-0.7	2.7	-0.3	0	-8	-11
COc1ccc(NC(C#N)c2ccccc2OCc2ccccc2)cc1 (centres undefined)	8	-2	-2	-11	-1.4	0.3	-0.7	0	4	3
O=C(O)CN1C(=O)/C(=C\c2cccc(OCc3ccccc3F)c2)SC1=S	4	2	8	-4	0.8	1.0	-0.1	-13	-31	-9
CC(=O)NCCc1ccc(S(=O)(=O)NCc2ccc3c(c2)OCO3)cc1	-1	-5	2	-1	1.2	1.5	0.5	1	-5	-6
CC(=O)c1cccc(CN2CCC(n3nccc3NC(=O)CCCc3ccccc3)CC2)c1	-3	1	-1	-1	0.4	1.4	0.0	13	-8	-5
CC(C)(C)N/N=C1\CC(c2ccccc2)Oc2ccccc21 (centres undefined)	-10	2	4	-4	3.0	0.1	-0.5	0	6	-9
CCOC(=O)c1c(CN(C)C)oc2cc(CN(C)C)c(O)c(CSc3ccccc3)c12	10	-1	-8	1	-1.5	-0.8	-0.4	-1	-1	-4
COc1ccc(S(=O)(=O)N2CCOCC2)cc1NC(=O)CSc1cc(C)ccc1C	-9	-2	-2	-9	-0.9	0.3	-0.6	4	4	-5
CC1CC(C)CN(C(=O)c2ccc(NS(=O)(=O)c3ccc4[nH]c(=O)[nH]c4c3)cc2)C1 (centres undefined)	-6	-2	4	1	-1.8	0.7	-0.5	6	-6	-4
Cn1c(Cc2ccccc2)nnc1SCC(=O)NCCc1ccccc1	10	3	0	-2	0.3	1.7	-0.5	1	-1	-1
Cc1ccc(SCCC(=O)N2CCC(C)CC2)cc1	-1	-5	-1	4	-1.1	-0.8	-0.3	2	11	-5
C=CCc1c(N(CC)CC)nc(C)[nH]c1=O	0	-1	3	-5	1.6	1.1	-0.9	-1	13	-2
COc1ccc(Br)cc1CNCCSc1nnnn1C	-14	2	-9	2	-2.7	-0.3	0.2	1	-19	-6
CCN(CC)CCCNC(=O)CC1Sc2ccccc2NC1=O (centres undefined)	3	-1	1	1	0.0	0.4	-0.4	2	-11	-10
Clc1ccc(-c2cccs2)nn1	1	0	5	-11	-0.5	2.2	-1.4	-5	-1	-4
CC(C)C(C(=O)Nc1ccc2c(c1)OCCOCCOCCOCCO2)N1C(=O)c2ccccc2C1=O (centres undefined)	-8	0	0	-6	-0.6	0.2	-1.3	0	-1	-3
O=C(NCc1ccccc1Cl)c1ccc2c(=O)n(CCCN3CCCC3=O)c(=S)[nH]c2c1	-1	0	10	-12	0.3	0.2	-1.5	0	4	-3
COc1cc(/C=C(/NC(=O)c2ccccc2)C(=O)Nc2ccc(O)cc2)c([N+](=O)[O-])cc1OC	-12	-3	-1	-5	-0.8	2.3	-0.6	-19	-3	3
CC(=O)N1c2ccc(S(=O)(=O)NCCC(=O)Nc3ccc(F)cc3)cc2CC1C (centres undefined)	7	-2	1	-1	-0.6	0.1	0.3	3	0	-6
Cc1cccn2c(Nc3ccccc3)c(-c3ccccn3)nc12	4	3	-2	-1	2.5	0.3	-0.1	-6	6	-16
CC(C)C(=O)OCCN=C1NS(=O)(=O)c2ccccc21	-24	-4	0	-3	-0.6	-0.1	0.0	-5	-11	-4
COc1ccc(OCC(=O)N2CCOCC2)cc1	-4	2	2	-5	-0.8	-0.5	-1.0	0	-7	-3

Reprinted at random: 7 entries already listed, in no set order.
SMILES	eLon inh	STEP block	DNMT1 inh	bovine MsrA act	LMPTP block	MsrA inh	Tb MetRS inh	SUMO1 PPI mod	CendR NRP1 mod	Scp-1 inhibitor
COc1cc(/C=C(/NC(=O)c2ccccc2)C(=O)Nc2ccc(O)cc2)c([N+](=O)[O-])cc1OC	-12	-3	-1	-5	-0.8	2.3	-0.6	-19	-3	3
CC(C)C(=O)OCCN=C1NS(=O)(=O)c2ccccc21	-24	-4	0	-3	-0.6	-0.1	0.0	-5	-11	-4
CC(C)C(C(=O)Nc1ccc2c(c1)OCCOCCOCCOCCO2)N1C(=O)c2ccccc2C1=O (centres undefined)	-8	0	0	-6	-0.6	0.2	-1.3	0	-1	-3
O=C(NCc1ccccc1Cl)c1ccc2c(=O)n(CCCN3CCCC3=O)c(=S)[nH]c2c1	-1	0	10	-12	0.3	0.2	-1.5	0	4	-3
CC(=O)N1c2ccc(S(=O)(=O)NCCC(=O)Nc3ccc(F)cc3)cc2CC1C (centres undefined)	7	-2	1	-1	-0.6	0.1	0.3	3	0	-6
Cc1cccn2c(Nc3ccccc3)c(-c3ccccn3)nc12	4	3	-2	-1	2.5	0.3	-0.1	-6	6	-16
COc1ccc(OCC(=O)N2CCOCC2)cc1	-4	2	2	-5	-0.8	-0.5	-1.0	0	-7	-3
